# Screens as filed in PubChem.
# Vif-A3G inh: Vif-A3G binding inhibition; HeLa A3G-eYFP + Vif (tagged APOBEC3G with the HIV-1 protein that degrades it), YFP fluorescence, overnight; Potency, µM (highest dose often 46.1 µM), without a hit: top-dose activity, negative = active, actives largely listed as inhibitors; hit rate 0.076% among 410,000; Q9HC16;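 further: potency means the concentration at half of the fitted maximal effect; on the % scale 0 is the no-effect control and ±100 the full control effect; nearly all actives have a fitted effect of over 60% in size; hits raise eYFP signal because A3G escapes Vif-driven loss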
#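 Read-out is eYFP fluorescence (Ex 488/Em 500-530) from Vif-expressing HeLa A3G-eYFP cells; more signal means A3G escaped Vif-mediated degradation. Cells plated overnight, compound pinned in, incubated overnight at 37 deg C.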
# TrxR1 substrate: substrates of rat thioredoxin reductase 1; O89049; purified TrxR1 substrate turnover, NADPH consumption readout; Potency, µM (highest dose often 114 µM), for the others: at the highest dose activity change, negative = substrate turnover; hit rate 0.01% among 390,000; further: potency means the concentration at half of the fitted maximal effect; on the % scale 0 is the no-effect control and ±100 the full control effect; nearly all actives have a fitted effect of over 50% in size
#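 Rat TrxR1, dispensed at 90 nM, was prereduced with 400 uM NADPH (final) for 5 min at ~22 deg C, then incubated with compound 15 min before 400 uM selenite. A first-read NADPH fluorescence drop versus no-compound background flagged substrates.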
# Vif-APOBEC3F blk: Vif-A3F binding inhibition; HeLa A3F-eYFP + Vif (tagged APOBEC3F with the HIV-1 protein that degrades it), YFP fluorescence increase; Potency, µM (top dose mostly 46.1 µM), for the others: at the highest dose activity, negative = active; hit rate 0.2% among 390,000; AID 602313; further: potency means the concentration at half of the fitted maximal effect; % of control where 0% means no effect; nearly all actives have a fitted effect of over 65% in size
#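 HeLa cells stably expressing A3F-eYFP plus Vif, plated and incubated overnight at 37 deg C, then exposed to compounds overnight at 37 deg C. Blocked degradation read as raised yellow fluorescence (Ex 488/Em 500-530).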
# LDHA inh: inhibitors of human lactate dehydrogenase A; P00338; purified LDHA, NADH/diaphorase-resazurin fluorescence; hits give low values; activity change, % (values are at about 110 or 230 µM); hit rate 0.15% among 480,000; AID 1347041; in the data active means activity change below about -30%; inconclusive means mostly about -25% to -30%;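 further: plate controls were DMSO wells for no effect and wells without enzyme for full effect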
#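 LDH5 2 nM; NADH 0.06 mM, pyruvate 0.2 mM; 200 mM Tris pH 7.4, EDTA, Tween-20; 5 min RT. Detection: diaphorase 0.133 mg/mL + resazurin 37 µM, fluorescence ex540/em590 at 0 and 20 min; normalized to enzyme-free and DMSO wells.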
# USP1 inh: USP1/UAF1 (human) deubiquitinase inhibition. O94782. recombinant USP1/UAF1, Ub-Rhodamine cleavage fluorescence. Potency, µM (highest dose often 57.1 µM), for the others: top-dose activity change, negative = inhibition, usual class: inhibitors. hit rate 0.23% among 390,000. AID 743255; further: potency means the concentration at half of the fitted maximal effect; on the % scale 0 is the no-effect control and ±100 the full control effect; nearly all actives have a fitted effect of over 60% in size; inactives centre near -12
#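 Step one: compound is pinned into 1nM USP1/UAF1 in HEPES pH 7.8 buffer with TCEP. Step two: 15 min room-temperature incubation. Step three: Ub-Rho (150nM final) starts cleavage, tracked by fluorescence over six one-minute reads.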
# GRP78 ERSR act: induces the endoplasmic reticulum stress response in human glioma cells; Potency, µM, inactives show at the top dose activation, actives largely listed as activators; AID 602332; hit rate 0.02% among 420,000; U87-MG GRP78 promoter luciferase reporter, 16 h; further: potency means the concentration at half of the fitted maximal effect; series mostly up to about 76 µM; % of control where 0% means no effect; nearly all actives have a fitted effect of over 35% in size
#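 Stably transfected U87-MG human glioma cells carrying a GRP78-based luminescent sensor were seeded at 1000 cells/well, pin-dosed with compounds and incubated 16 h. Luciferase reagent was then added, and end-point luminescence was read after 10 min at room temperature.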
# PI4K2A block: blocks human PI4K2A kinase activity; purified PI4K2A, ADP-Glo luminescence, 1 h; hits give low values; activity change, negative = inhibition, % at 76.9 µM; Q9BTU6; hit rate 0.13% among 420,000; in the data active means activity change below about -50%; inconclusive means mostly about -30% to -49%;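 further: -100% = wells without enzyme as full effect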
# Target sequence (Q9BTU6 whole entry, looked up): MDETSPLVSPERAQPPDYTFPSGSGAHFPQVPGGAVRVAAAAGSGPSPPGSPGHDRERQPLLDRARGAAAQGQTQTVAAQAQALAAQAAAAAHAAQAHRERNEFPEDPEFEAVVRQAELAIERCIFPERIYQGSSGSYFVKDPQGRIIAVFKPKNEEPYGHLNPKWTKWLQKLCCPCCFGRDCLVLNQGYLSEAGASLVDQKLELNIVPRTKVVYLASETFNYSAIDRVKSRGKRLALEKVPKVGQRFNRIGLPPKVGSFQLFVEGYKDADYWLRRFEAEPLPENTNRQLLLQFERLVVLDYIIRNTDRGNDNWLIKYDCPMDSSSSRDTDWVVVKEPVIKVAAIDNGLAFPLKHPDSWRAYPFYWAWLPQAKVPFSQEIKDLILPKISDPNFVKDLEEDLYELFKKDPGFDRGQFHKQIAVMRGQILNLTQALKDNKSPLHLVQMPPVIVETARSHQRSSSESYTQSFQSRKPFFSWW
#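 In this quantitative HTS, ADP production by PI4K2A was quantified luminescently after 1 h at ambient temperature; 100 microM adenosine served as plate-quality control.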
# RXFP1 ag: agonists of human relaxin receptor RXFP1; Q9HBX9; HEK293T-RXFP1 cAMP TR-FRET, 30 min; response scale: percent of porcine relaxin response, buffer zero; Potency, µM (top dose mostly 57.5 µM), inactives show top-dose activation, actives largely listed as activators; hit rate 0.3% among 370,000; AID 2676; further: potency means the concentration at half of the fitted maximal effect; on the % scale 0 is the no-effect control and ±100 the full control effect; nearly all actives have a fitted effect of over 60% in size; many of its hits are not listed in these tables
#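 cAMP rise read by TR-FRET after 30 min, 37C compound exposure (up to 58 uM) in RXFP1-transfected HEK293 cells with Ro 20174 present. EC50 from Hill-equation fits, with 29 nM porcine relaxin as 100% and buffer as basal.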
# IDH1 R132H inh: inhibitors of human mutant IDH1 R132H. O75874. IDH1-R132H enzyme, NADPH consumption, diaphorase/resazurin fluorescence. Potency, µM (doses to about 76.6 µM), for the others: at the top dose activity change, negative = inhibition, actives largely listed as inhibitors. hit rate 0.093% among 390,000; further: potency means the concentration at half of the fitted maximal effect; on the % scale 0 is the no-effect control and ±100 the full control effect; nearly all actives have a fitted effect of over 65% in size
# Target sequence (O75874 whole entry R132H, stated change not applied): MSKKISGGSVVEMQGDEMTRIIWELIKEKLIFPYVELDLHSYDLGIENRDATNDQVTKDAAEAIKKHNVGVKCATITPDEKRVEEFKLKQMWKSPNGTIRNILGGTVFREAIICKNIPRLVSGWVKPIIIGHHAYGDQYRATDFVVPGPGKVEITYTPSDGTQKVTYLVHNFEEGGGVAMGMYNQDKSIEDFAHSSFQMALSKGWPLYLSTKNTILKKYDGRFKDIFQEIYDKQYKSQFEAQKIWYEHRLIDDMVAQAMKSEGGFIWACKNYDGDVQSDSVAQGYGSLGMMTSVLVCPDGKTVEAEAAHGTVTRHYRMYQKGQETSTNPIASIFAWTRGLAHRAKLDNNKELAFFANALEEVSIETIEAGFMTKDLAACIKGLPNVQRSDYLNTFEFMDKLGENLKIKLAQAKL
#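 IDH1-R132H (0.5 ug/mL) preincubated 30 min with compound, then NADPH (0.016 mM) and alpha-KG (2 mM) added; 80 min at RT, pH 7.5. Remaining NADPH coupled via diaphorase/resazurin to fluorescence (540/590 nm); concentration-response curves normalized to no-enzyme control.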
# * = called active by the depositor; ? = inconclusive; . = not tested or not shown; & = joins results of further samples; ! = repeats disagree; [ ] = another dose, or the depositor's remark. Unless noted, the call rests on the fitted dose curve; in most records, active means well fitted curve in the direction sought with a large enough effect; inconclusive means small, poorly fitted or top-dose-only effect, or another doubt; inactive means no such curve, though single readings can be large; an effect the other way counts as inactive or inconclusive. Only part of the results is shown (hit frequency here may not be typical).
SMILES,Vif-A3G inh,TrxR1 substrate,Vif-APOBEC3F blk,LDHA inh,USP1 inh,GRP78 ERSR act,PI4K2A block,RXFP1 ag,IDH1 R132H inh
Cc1ccc(NC(=O)c2nc(S(C)(=O)=O)ncc2N(Cc2ccco2)Cc2ccccc2F)c(C)c1,4%,0%,-18%,-6,2%,-2%,-2,-0.2%,1%
CC(/C=N/NC(=O)c1cc(-c2ccncc2)nc2ccccc12)=C\c1ccco1,?,1%,2%,9,?,-3%,-23,3.6%,3%
Cc1ccc(OCCCCN2CCc3ccccc3C2)cc1,-2%,3%,-23%,-4,-20%,-1%,-2,0.1%,5%
CC(C)[C@H](NC(=O)N1CC(=O)Nc2ccccc21)C(=O)N[C@@H](C(=O)O)c1ccccc1,-7%,4%,-5%,-1,-13%,-3%,-3,-1.3%,-6%
CC(C)(C)C(=O)Nc1ccccc1C(=O)OCC(=O)c1ccc2c(c1)OCCO2,0%,-8%,-12%,-7,-22%,-1%,-2,-2.3%,3%
Cn1c(=O)c2c(nc(NCc3ccc4c(c3)OCO4)n2Cc2ccccc2Cl)n(C)c1=O,0%,0%,-1%,9&-3,-2%,-2%,-2,6.6%,-2%
CCCCCC(=O)N1C[C@@H](n2cc(-c3ccc(F)cc3)nn2)[C@H](O)C[C@@H]1c1ccc(C)cc1,2%,.,-14%,-34*,-13%,-7%,-3,.,-8%
C=C(Br)CN1[C@@H](Cc2ccccc2)[C@H](O)[C@@]23C=C[C@@H](C[C@@H]2S1(=O)=O)O3,0%,4%,-7%,-2,-15%,-3%,0,.,9%
CC1CC(C)CN(C(=O)c2nn(C)c3c2CSc2ccccc2-3)C1 (stereo not drawn),5%,6%[57.1 µM],12%,6,-21%,0%,1,1.1%,-2%
Cc1ccccc1C(=O)N1CCC(C(=O)OCc2ccccc2Cl)CC1,6%,-3%,-11%,-1,-16%,-4%,5,-1.2%,10%
OC[C@@H]1CN(Cc2ccc(-c3ccccc3)cc2)C[C@H](n2cnc3c(NC4CCCC4)ncnc32)O1,-2%,.,.,-1,.,-4%,-5,.,.
Cc1cc(C)cc(OCC(=O)Nc2ccc(-c3nc4ncccc4o3)cc2C)c1,-2%,-2%[57.1 µM],2%,-1,-7%,-2%,0,-2.0%,-14%
Cc1ccc(NC(=O)C2(C)CCN2C(=O)Cc2ccc(C(C)(C)C)cc2)cc1C (stereo not drawn),4%,.,.,6,.,0%,-1,.,.
COC(=O)Nc1ccc(S(=O)(=O)Nc2cccc3ccccc23)cc1,?,2%,-1%,2,-22%,-5%,0,1.7%,0%
COC(=O)CSc1nc(C2CC2)cc(C(F)(F)F)c1C#N,-1%,-10%,.,3,-9%,-5%,-4,1.3%,9%
Cn1cnc2c1c(=O)n(Cc1cccc(Cl)c1)c(=O)n2C,3%,6%[57.1 µM],?,-32*!,-15%,-2%,-8,8.5%,-3%
COc1ccc(NC(=O)CN(c2ccc(OC)cc2)S(=O)(=O)c2ccc(OC)c(OC)c2)cc1,0%,-5%,0%,-15,-7%,4%,0,1.7%,2%
Cc1ccc(CNC(=O)C2CCC(CNc3nc(=S)[nH]c4ccccc34)CC2)cc1 (stereo not drawn),0%,6%[57.1 µM],0%,-6,-7%,-2%,-1,8.9%,8%
CCOC(=O)c1ccc(-c2ccc3oc(-c4ccsc4)cc(=O)c3c2)cc1F,1%,2%,2%,0,-22%,-2%,-3,.,-12%
COc1ccc(C2(C)NC(=O)N(CC(=O)N(c3ccccc3)C3CCS(=O)(=O)C3)C2=O)cc1 (stereo not drawn),2%,8%[57.1 µM],-7%,-9,?,-6%,-1,.,-8%

# Compound profiles (already shown). Order of values: Vif-A3G inh | TrxR1 substrate | Vif-APOBEC3F blk | LDHA inh | USP1 inh | GRP78 ERSR act | PI4K2A block | RXFP1 ag | IDH1 R132H inh
# Listed for `CC(C)[C@H](NC(=O)N1CC(=O)Nc2ccccc21)C(=O)N[C@@H](C(=O)O)c1ccccc1` : -7% | 4% | -5% | -1 | -13% | -3% | -3 | -1.3% | -6%
# Listed for `COc1ccc(NC(=O)CN(c2ccc(OC)cc2)S(=O)(=O)c2ccc(OC)c(OC)c2)cc1` : 0% | -5% | 0% | -15 | -7% | 4% | 0 | 1.7% | 2%
# Listed for `Cc1ccccc1C(=O)N1CCC(C(=O)OCc2ccccc2Cl)CC1` : 6% | -3% | -11% | -1 | -16% | -4% | 5 | -1.2% | 10%

# Later entries:
SMILES,Vif-A3G inh,TrxR1 substrate,Vif-APOBEC3F blk,LDHA inh,USP1 inh,GRP78 ERSR act,PI4K2A block,RXFP1 ag,IDH1 R132H inh
Cc1ccc(C23CC4CC(CC(C(=O)OCC(=O)N(C)C)(C4)C2)C3)cc1,-1%,3%,0%,0,-9%,-2%,-6,0.0%,7%
O=C(c1ccc(F)cc1F)C1CCN(c2ccc([N+](=O)[O-])cn2)CC1,3%,-5%,12%,-1,-6%,0%,8,2.2%,-9%
Cc1cccc2c(=O)c(C(=O)N3CCCCCC3)c[nH]c12,0%,-4%,.,-1,-13%,0%,2,15%,1%
COc1ccc(CN(CC(=O)NCc2ccccc2)C(=O)CCC(=O)Nc2ccccn2)cc1,1%,4%,-6%,-1,-10%,-3%,-2,0.8%,8%
CC(c1c(O)c2ccccc2[nH]c1=O)C1(C)CCC(O)C(C)(C)O1 (stereo not drawn),4%,0%[57.1 µM],-8%,2,-17%,-4%,0,1.9%,0%
CCCCOc1ccc(-c2csc(N)n2)cc1[N+](=O)[O-],-2%,-5%[11.4 µM],-25%,-3,-21%,4%,2,6.1%,9%
Cc1ccccc1Nc1cc(C(=O)NCc2cccs2)c2ccccc2n1,-4%,-2%,3%,5,-14%,-5%,4,4.7%,-1%
CCN(CC)C(=O)c1c2c(nc3ccccc13)-c1ccccc1CC2,-1%,13%[57.1 µM],-1%,-1,-16%,-2%,4,1.4%,-8%
COC(C[C@H](O)[C@H](C)[C@@H](O)COCc1ccccc1)OC,0%,6%[57.1 µM],1%,-11,4%,-3%,-4,0.0%,1%
CC(=O)C1=C(C)NC(=O)NC1c1cccc([N+](=O)[O-])c1O (stereo not drawn),-3%,4%[57.1 µM],-11%,-11,-15%,-3%,-6,14%,11%
Cc1n[nH]c(=S)n(/N=C/c2ccccn2)c1=O,0%,0%,-3%,-8,-15%,3%,2,-1.2%,11%
CCOc1ccccc1NC(=O)c1cc2c(Cl)nc3ccccc3c2s1,-5%,5%,0%,-2,?,-3%,1,?,-4%
CN1C(C(=O)NCc2ccc(OC(F)(F)F)cc2)CC2Cn3c(nc4cc5ccccc5cc43)C21 (stereo not drawn),0%,3%,-2%,2,-18%,-2%,3,0.0%,11%
COc1ccc(NC(=O)CSc2nc(C)cc(C)c2C(=O)Nc2cccc(C)c2)cc1,3%,-11%,4%,-3,-12%,-5%,2,1.0%,-2%
CC(C)CC1Nc2ncnc(N3CCN(c4ccccc4)CC3)c2N(Cc2ccccc2)C1=O (stereo not drawn),-8%&-6%,-4%,-9%,-2&-6,-1%,-5%&-3%,-3&1,0.7%,-1%
CCc1ccc(CN(C)C(=O)C2=CC=CN3CCS(=O)(=O)N=C23)cc1,1%,9%,-8%,-5,-9%,-4%,16,2.3%,-11%
CN(C)C(=O)Oc1ccc[n+](C)c1,0%,10%[57.1 µM],-1%,-6,-23%,-3%&-2%&-5%,2&3&-4,-4.0%,-5%
Cc1cccc(OCCSc2nc(N)cc(N)n2)c1,-8%,-15%,3%,-3,-23%,1%,2,-2.3%,0%
O=S(=O)(NCc1ccccn1)C(F)(F)F,1%,-1%,-2%,1,-13%,2%,0,-1.5%,13%
OCCN1CCN(C(=S)NC2CCCC2)CC1,-2%,-4%[57.1 µM],-8%,-7,6%,2%,-2,-0.6%,11%
Cc1c(Cl)cccc1NC(=O)Cn1c(-c2ccc(F)cc2)noc1=O,-1%,3%,1%,1,-22%,-2%,-1,-1.3%,2%
Cc1ccc(S(=O)(=O)N2CCCC2CNC(=O)C(=O)Nc2ccc(F)cc2)cc1 (stereo not drawn),-23%,-10%,-13%,-6,0%,1%,-6,0.2%,8%
COc1ccc2nc(N/C(=N/S(=O)(=O)c3cccs3)c3ccccc3Cl)sc2c1,1%,-6%,1%,-7,-7%,-2%,2,1.3%,-5%
O=C(CCNS(=O)(=O)c1ccccc1)OCC(=O)c1ccc(Br)cc1,1%,-8%[57.1 µM],-2%,-4,-10%,-2%,0,-0.5%,-4%
CCc1ccc(NC(=O)CCNS(=O)(=O)c2cccs2)cc1,-3%,6%[57.1 µM],10%,0,-19%,-3%,3,1.0%,3%
CCN(CC)C(=O)Oc1ccc(Cl)c2cccnc12,-4%,37%[activator],0%,-5,-5%,-8%,-1,2.4%,20%
Cc1cccc(NC(=O)Cc2noc3ccccc23)c1,0%,-2%,5%,-5,-13%,4%,3,1.0%,2%
CCC(NC(=O)Cn1cnc2c(=O)n(C)c(=O)n(C)c21)c1ccccc1 (stereo not drawn),1%,4%,5%,-18,-7%,-2%,4,5.1%,4%
CC(C)c1ccc(/C=N/n2nnnc2Nc2ccccc2)cc1,-5%,14%,-9%,-3,-17%,-5%,2,-1.0%,2%
